Screening data (PubChem)
PAX8 reporter = inhibitors of PAX8-driven TPO luciferase reporter, primary screen, RMG-I cells, single concentration. SteadyGlo, 24 h. inhibition, % at 12.6 µM. 1.2% of 360,000 active;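 active = mean replicate inhibition at least 60% with every replicate also reaching 60%; inconclusive = only one of the two criteria is met; inactive = mean below 60% and not all replicates reaching 60%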;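 also: luciferase light reporting Pax8 driven TPO promoter activity; plate controls were median of neutral control wells for no effect and mitoxantrone controls for full effect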
GSIS activator = GLuc luminescence reporter in INS-1E cells, primary screen for activators of glucose-dependent secretion of insulin | INS-1E GLuc reporter insulin secretion, 2-3 h | activation, % at 16.6 µM | 0.61% of 370,000 active | AID 743287, 2014;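 active = lowest replicate activation of at least 40%, so every replicate reaches that level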;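 also: 0% = median of neutral control wells and 100% = median of IBMX positive control wells; some compounds called inactive have numbers as strong as hits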
XiGFP reactiv = activators of inactive X chromosome reactivation, primary screen, imaging, XiGFP fibroblasts, GFP high-content imaging, set 2; XiGFP mouse fibroblasts, % GFP-positive cells imaging, 3 d; cells co-treated with 5-aza-dC sensitizer; scaled so ellipticine positive control = 100%; activation, % at 7.58 µM; 0.055% of 360,000 active; AID 743238, 2013;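 active = mean normalized replicate activation at least 10% and every replicate at or above 10%; inconclusive = only one of the two criteria met; inactive = mean below 10% and not all replicates reach 10%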;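 also: 0% = median of on-plate neutral control wells and 100% = ellipticine 6 µM median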
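Assay system – SV40-immortalized XiGFP fibroblast cells, line 68-5-11 · Buffer or medium – DMEM supplemented with 5-aza-dC as sensitizing agent · Dosing – one concentration, pinned · Benchmarks – positive control ellipticine, 6 µM final · Times – 3 days compound exposure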
DENV2 CPE = inhibitors of DENV2 cytopathic effect, primary screen, cell-based, plate reader, single concentration. DENV2-infected cells, cytopathic effect rescue. CPE inhibition, % at 9.99 µM. 1.7% of 350,000 active; in the data active = CPE inhibition above about 20%, passing the limit was not always enough; inconclusive = no clear call, values can overlap the other calls; tested in BHK-21 cells;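 also: 0% = median of neutral control wells and 100% = median of positive control wells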
CFTR F508del cor = F508del CFTR correction, initial screen, CFBE line, single point. CFBE cells, YFP halide quenching; stimulated with forskolin plus potentiator P3; % fluorescence drop versus neutral controls. activity (quench increase), % at 7.58 µM. 0.36% of 350,000 active;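 active = mean added fluorescence quench of at least 8% versus neutral control, with both replicates also reaching 8%; inconclusive = only one of the mean or replicate conditions met; inactive = mean below 8% and not both replicates reaching 8%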;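 also: cells transiently co-express mutant CFTR-F508del with the halide-sensitive YFP; corrector assay measuring rescue of mutant channel to the surface after 24 h compound exposure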
ARNT-TACC3 inh = disruptors of ARNT/TACC3 protein interaction, primary screen, biochemical, AlphaScreen, single concentration; Transforming acidic coiled-coil-containing protein 3 (Homo sapiens), Q9Y6A5; AlphaScreen His-ARNT PAS-B/GST-TACC3 binding, luminescence; TACC3 fragment carries E629A point mutation; inhibition, % at 9.99 µM; 0.66% of 390,000 active; AID 623870, 2012;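 active = mean inhibition of replicates at least 50% and at least half of replicates each reaching 50%; inconclusive = half or more replicates reach 50% but mean below 50%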;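 also: 0% = complete ARNT plus TACC3 wells and 100% = ARNT alone without TACC3; many hits fall short of the cut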
EWS-Fli inh = EWS/Fli-driven NR0B1 reporter inhibitors, primary screen, A673 cells, NR0B1 luciferase, luminescence, MLPCN library | viability-normalised | inhibition, % at 12.6 µM | 0.67% of 350,000 active | AID 651661, 2012;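 active = mean inhibition of at least 50% after viability correction, with every replicate also passing that limit; inconclusive = mean reaches 50% but only one of two replicates passes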;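 also: firefly luciferase signal divided by Alamar Blue viability fluorescence both relative to DMSO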
ERp5 block = inhibitors of ERp5-driven insulin aggregation, primary screen, biochemical, turbidity, absorbance 650 nm, single point | Protein disulfide-isomerase A6 (Homo sapiens), Q15084 | 90 min | inhibition, % at 9.99 µM | 0.05% of 350,000 active | AID 651711, 2012;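 active = mean replicate inhibition above about 25%, with every replicate also reaching it, limit read from the data, passing the limit was not always enough; inconclusive = only one of those two criteria met; inactive = neither criterion met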
Target sequence (Q15084 whole entry, looked up): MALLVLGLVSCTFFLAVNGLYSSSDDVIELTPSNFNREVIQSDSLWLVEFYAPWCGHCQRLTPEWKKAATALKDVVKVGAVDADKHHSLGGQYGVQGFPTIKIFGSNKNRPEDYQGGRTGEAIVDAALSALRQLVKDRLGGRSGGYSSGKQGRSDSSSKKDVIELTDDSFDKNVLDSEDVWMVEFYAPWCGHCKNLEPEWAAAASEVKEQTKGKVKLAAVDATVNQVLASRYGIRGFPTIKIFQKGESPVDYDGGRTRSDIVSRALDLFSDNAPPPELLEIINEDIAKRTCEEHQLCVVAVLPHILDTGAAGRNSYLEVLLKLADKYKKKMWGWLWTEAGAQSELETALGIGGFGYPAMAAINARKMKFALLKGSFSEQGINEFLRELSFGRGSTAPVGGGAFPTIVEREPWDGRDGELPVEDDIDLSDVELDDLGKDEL
Starred values were filed as active, the others as inactive; ? = inconclusive; . = not tested or not shown; & = joins results of further samples; ! = not active in a repeat.

Compound	ARNT-TACC3 inh	ERp5 block	XiGFP reactiv	CFTR F508del cor	GSIS activator	PAX8 reporter	EWS-Fli inh	DENV2 CPE
COc1ccc(-c2cc(=O)oc3cc(OC(C)C(=O)NC4CC4)ccc23)cc1 (configuration not stated)	-8	-3	.	-4.2	4	.	5	-20
O=C(COC(=O)C1CC2CCCC(C1)C2=O)NNC(=O)c1ccc([N+](=O)[O-])cc1 (configuration not stated)	0	2	0.0	-3.1	7	15	0	3
C[C@@H]1CN([C@H](C)CO)C(=O)c2cc(/C=C/c3ccccc3)cnc2O[C@H]1CN(C)C(=O)c1ccccc1	1	-7	0.1	-0.6	-24	.	10	3
COC(=O)[C@@H]1[C@@H](CO)[C@@H]2Cn3c(ccc(-c4ccccc4)c3=O)[C@@H]2N1Cc1ccccc1F	40	-4	0.0	4.0	-3	19	-6	-12
O=C1CCN(CCCc2ccccc2)CCN1[C@H](CO)c1ccccc1	-3	-4	0.0	-0.7	-14	-1	-7	-6
COc1ccccc1C(=O)NC(CCSC)C(=O)N1CCC(Cc2ccccc2)CC1 (configuration not stated)	7	0	0.0	-1.1	-19	19	14	-6
Cc1nccn1CCCNCc1c(C(=O)N2CCCCCCC2)nc2ccc(Cl)cn12	2	-7	0.0	-2.5	.	-1	1	-3
COC(=O)Nc1ccc(Cn2cc(C(F)(F)F)ccc2=O)cc1	.	1	0.0	-1.8	0	21	-2	0
Cc1ccccc1OCC(=O)Nc1ccc2c(c1)C(=O)c1ccccc1C2=O	2	-1	0.1	.	22	-8	-24	-9
COc1cccc(S(=O)(=O)Nc2ccc3c(c2)[C@@H]2C[C@@H](CC(=O)N4CCCCC4)O[C@@H](CO)[C@@H]2O3)c1	6	1	0.0	-1.1	-8	0	0	-1
Brc1ccc(N=Cc2ccccn2)cc1	3	.	2.7	.	7	-38	.	.
COc1cccc(S(=O)(=O)Nc2ccc3c(c2)[C@@H]2C[C@@H](CC(=O)NC4CCCCC4)O[C@H](CO)[C@@H]2O3)c1	.	1	0.0	0.0	-5	1	-1	2
C[C@H](CO)N1C[C@H](C)[C@@H](CN(C)S(=O)(=O)c2ccc(Cl)cc2)OCc2ccccc2-c2c(n(C)c3ccccc23)C1=O	6	-7	-1.2	-5.7	-2	.	20	6
COc1ccc2c3c([nH]c2c1)[C@@H](CO)N(C(=O)c1ccccc1)CC31CCN(C(=O)c2cccc(F)c2)CC1	.	1	0.1	-1.6	10	-5	17	-5
CC(=O)NC(c1ccc2ccccc2c1)c1ccc2cccnc2c1O (configuration not stated)	62*	-3	0.0	13*	4	93*	40	-3
COc1ccc(/C=C/C(=O)OCC(=O)NCCNC(=O)COC(=O)/C=C/c2ccc(OC)cc2)cc1	-9	1	0.1	-0.6	7	-4	-10	-6
COc1ccc(Cl)cc1NC(=S)N1CCN(S(C)(=O)=O)CC1	-6	2	0.0	1.5	-7	14	10	1
CN(C)c1ccc(P(=O)(OCc2ccccc2)C(O)c2ccccc2F)cc1 (configuration not stated)	-3	4	0.4	2.3	-12	28	10	2
C[C@@H]1CCCCO[C@@H](CN(C)S(=O)(=O)c2cn(C)cn2)[C@H](C)CN([C@H](C)CO)C(=O)c2cc(NC(=O)Nc3ccc4c(c3)OCO4)ccc2O1	3	-12	-0.2	-0.1	-13	.	-62	-4
COc1ccc(S(=O)(=O)Nc2ccc3c(c2)C(=O)N([C@@H](C)CO)C[C@H](C)[C@@H](CN(C)C(=O)c2ccccc2)OCCCC[C@H](C)O3)cc1	-3	18	0.1	0.2	-21	12	-25	0
O=C(NCc1ncc(C(F)(F)F)cc1Cl)Nc1ccccc1	4	-1	0.1	-2.0	-11	-47	-14	2
COCC#Cc1ccc([C@H]2[C@@H](CO)N3C(=O)CN(C(=O)C4CCOCC4)C[C@H]23)cc1	.	0	0.4	-1.5	5	-33	-1	14
CCOC(=O)C1=C(CN2CCCCCC2)NC(=O)NC1c1cccc([N+](=O)[O-])c1 (configuration not stated)	6	-12	0.1	4.1	10	12	0	2
COc1ccc(CC(=O)Nc2ccccc2-c2ccccc2)cc1OC	0	3	0.0	-2.5	-7	20	12	5
COc1ccc(C2C3=C(N=C4SCC(=O)N42)c2ccccc2CC3)cc1OC (configuration not stated)	6	-2	.	1.2	-3	.	4	6
C[C@@H]1CN([C@@H](C)CO)C(=O)c2cc(NC(=O)c3ccccc3)ccc2O[C@@H](C)CCCCO[C@H]1CN(C)S(=O)(=O)c1cn(C)cn1	.	-5	0.1	-1.5	12	-31	.	5
COc1cccc(-c2nc3nc(C)cc(C)n3c2Nc2ccc3c(c2)OCCO3)c1	.	0	0.1	-1.2	11	-24	-25	-2
CCc1noc(C)c1C(=O)OCC(=O)NCc1ccc(Cl)cc1	-3	-7	-0.1	-5.3	.	.	-10	8
COc1ccc(NC(=O)C[C@@H]2C(=O)N(Cc3ccccc3)CC2(C)C)cc1	.	1	0.2	0.9	-5	-9	5	-3
CNC(=O)c1ccccc1NC(=O)c1cccc(S(=O)(=O)N2CCCCC2)c1	-5	-1	0.0	-0.9	4	15	-3	5
CCOC1=C2[C@H](c3ccccc3)N(S(=O)(=O)c3ccccc3)C[C@H]2n2c(=O)n(-c3ccccc3)c(=O)n2C1	.	1	0.1	0.7	0	13	4	14
Cc1ccc(S(=O)(=O)Nc2cccc3c2O[C@@H](CN(C)C(=O)NC2CCCCC2)[C@@H](C)CN([C@@H](C)CO)C3=O)cc1	-4	-1	-0.4	-1.3	-2	-38	-8	11
C[C@@H]1CCCCO[C@@H](CN(C)Cc2ccncc2)[C@@H](C)CN([C@@H](C)CO)C(=O)c2cc(N(C)C)ccc2O1	.	.	-0.1	-0.6	-2	0	-5	.
COc1ccc(/C=C/C(=O)NC(=S)N2CCN(c3ccccn3)CC2)cc1OC	10	4	0.0	.	3	-3	2	-2
COc1cccc(-c2ccc([C@H]3[C@H]4CN(C(=O)CN5CCOCC5)CC(=O)N4[C@H]3CO)cc2)c1	.	6	0.0	-3.6	15	-11	3	0
Cc1ccc(C)c(NC(=O)c2sc(Cl)nc2C)c1	0	-1	-0.1	3.0	51	-12	3	3
CN(C)c1ccc2c(c1)[C@@H]1C[C@H](CC(=O)N3CCc4ccccc4C3)O[C@@H](CO)[C@@H]1O2	21	1	0.1	-0.6	-1	10	0	-1
COc1ccc(-c2nnnn2C)cc1S(=O)(=O)NCc1ccccc1	-1	1	.	-3.5	-3	.	-3	0
CC(C)OCCCNC(=O)c1cc2c(=O)n(C)c3ccccc3c2n1C	-1	-2	0.2	-2.4	-3	-23	-118	-3
Brc1ccc2nc(N3CCN(c4ccccc4)CC3)sc2c1	-5	-2	0.0	5.0	-8	-16	-22	-8
O=C(Nc1ccc2c(c1)OCO2)N[C@@H]1CC[C@H](CCNC(=O)C2CCCCC2)O[C@@H]1CO	6	-5	0.2	-1.4	-7	3	0	3
COc1ccc(CNCC(O)(c2ccccc2)c2ccccc2)cc1OC	-5	-3	0.0	2.4	-6	11	5	-7
COCCN(C(=S)Nc1c(C)cc(C)cc1C)C(C)c1cccnc1 (configuration not stated)	-3	3	0.1	.	-1	-3	3	1
O=[N+]([O-])c1ccc(Cl)c(S(=O)(=O)NC2=NCCC2)c1	-5	0	-0.1	-2.0	3	5	-2	-7
Cc1nc(SCC(=O)c2ccc(F)c(F)c2)[nH]c(=O)c1Oc1ccc(Cl)cc1	3	1	0.0	5.0	-5	10	5	10
CCN(CC)C(=O)Nc1ccc(Br)cc1	-1	4	0.1	-0.7	3	-18	-5	1
O=C(CC(=O)Nc1ccccc1F)Nc1ccccc1F	-9	-1	-0.1	0.9	10	0	1	0
COc1ccc(-c2cc(C(=O)Nc3cc(OC)cc(C(=O)Nc4cccc(C(F)(F)F)c4)c3)[nH]n2)cc1	-1	3&5	-0.2&0.3	5.8&5.0	-9	72*!	2&-6	-1&5
C[C@@H]1CN([C@H](C)CO)C(=O)c2cc(NC(=O)C3CC3)ccc2O[C@H]1CN(C)Cc1ccc(-c2ccccc2)cc1	-9	-2	-0.1	-0.2	-19	.	-1	1
CC(=O)c1ccc(Nc2cnn(C34CC5CC(CC(CC(=O)O)(C5)C3)C4)c(=O)c2Cl)cc1	9	6	0.1	-1.3	14	-9	1	-4

Continued.
Compound	ARNT-TACC3 inh	ERp5 block	XiGFP reactiv	CFTR F508del cor	GSIS activator	PAX8 reporter	EWS-Fli inh	DENV2 CPE
CCOc1ccc(Cn2nnc(C(=O)NCc3ccccc3)c2N)cc1	2	-4	0.2	0.0	5	-15	-2	2
C[C@@H]1CN([C@@H](C)CO)C(=O)c2cc(-c3ccc(F)cc3)cnc2O[C@@H]1CN(C)Cc1ccccn1	5	3	-0.9	-0.7	9	-1	6	-7
CSCC(=O)N1CCc2ccc(NC(=O)c3ccccc3Cl)cc2C1	20	1	0.3	1.7	12	-65	-116	16
O=S(=O)(c1cccc(F)c1)N1[C@@H]2CNC[C@H]1C2c1ccc(-c2ccccc2F)cc1 (some centres not stated)	.	.	0.1	-0.6	10	-6	-7	-2
S=C(Nc1ccc(Cl)c(Cl)c1)N1CCCC1	-1	1	0.1	0.6	-10	5	-5	-4
O=C(CCC(=O)N1CCOc2ccccc21)N1CCOCC1	-5	-1	-0.1	-1.3	4	4	-2	?
CC(=O)Nc1cc(C)ns1	-7	-1	-0.1	0.7	.	4	9	-2
Cc1c(Cl)cccc1NC(=O)CCC(=O)NNC(=O)CCC(=O)O	-2	1	0.0	0.5	-7	-9	-1	8
CN(C)C(=O)CSC1c2ccccc2C(=O)N1c1ccccc1 (configuration not stated)	10	-2	.	-0.7	6	.	1	18
CCCc1cc(-c2n[nH]c(=S)n2CC(C)C)cs1	1	3	0.0	.	-6	-19	1	1
Cc1ccc(NC(=O)CC2NCCNC2=O)cc1Cl (configuration not stated)	-3	5	-0.7	-0.6	-2	3	-8	.
O=C(N/N=C/c1ccc(F)cc1)c1cc(-c2ccc3c(c2)OCO3)n[nH]1	-3	1	-0.1	-0.4	.	0	12	6
O=C(Nc1ccc(Cl)cc1)N1C[C@H]2[C@@H](c3ccccc31)[C@H](CO)N2C(=O)c1ccccn1	10	2	0.0	0.1	-23	-31	-10	-2
C[C@@H]1CN([C@@H](C)CO)C(=O)Cc2cc(NC(=O)c3ccncc3)ccc2O[C@@H]1CN(C)S(=O)(=O)c1ccc(Cl)cc1	.	-1	-1.1	-3.4	1	4	-4	4
CN(C)CCNc1c2c(nc3nnnn13)CCCC2	0	-6	0.0	-2.7	-2	5	8	2
CCOc1ccc(NC(=O)Cc2ccc(S(=O)(=O)N3CCCCC3)cc2)cc1OCC	6	9	0.0	-0.4	-8	22	6	-12
